# Compound activity (PubChem BioAssay)
# CendR NRP1 mod = modulators of CendR peptide binding to NRP-1, primary screen, biochemical, fluorescence polarization, uHTS; AID 602438, 2012; Neuropilin-1 (Homo sapiens), O14786; hit rate 0.85% among 360,000; inhibition, % at 25 µM; FAM-RPARPAR peptide binding to NRP-1;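 active = inhibition or corrected inhibition above about 18%, plus a signal ratio from 0.5 to 1.5, limit read from the data, passing the limit was not always enough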; note: strong numbers were not always called active
# MLLE-PAM2 inh = inhibitors of PABP1 MLLE–PAM2 peptide binding, primary screen, biochemical, fluorescence polarization, FITC-PAM2, GST-MLLE; Polyadenylate-binding protein 1 (Homo sapiens), P11940; inhibition, % at 20 µM; hit rate 0.36% among 360,000; AID 588489, 2011; in the data active = inhibition above about 35%, passing the limit was not always enough;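 note: plate controls were DMSO wells with GST-MLLE for no effect and wells lacking GST-MLLE protein for full effect; some results filed as inactive read as strong as hits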
# MsrA inh = bovine MsrA enzyme inhibitors, primary screen, biochemical, absorbance, HTS; inhibition, % at 15.5 µM; AID 651718, 2012; purified bovine MsrA, absorbance read-out; Methionine sulfoxide reductase A (Bos taurus); hit rate 0.75% among 360,000; in the data active = inhibition above about 4.5%;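 note: 0% = vehicle wells with enzyme and 100% = reference inhibitor wells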
# MT1-MMP act inh = blockers of MT1-MMP proenzyme processing, primary screen, HT1080 RFP-PRO-GFP cells, GFP/RFP fluorescence; Matrix metalloproteinase-14 (Homo sapiens), P50281; GFP/RFP ratio fluorescence, overnight; percent of plate control window, DMSO zero; GFP/RFP ratio change, % at 20 µM; hit rate 0.061% among 360,000;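 active = GFP/RFP ratio change of at least 30% with cell ATP level not reduced by more than half and red fluorescence within 50% of control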; note: strong numbers were not always called active
#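 Assay system: HT1080 cells carrying an RFP-PRO-GFP reporter | Dosing: Single dose of 20 µM compound, 1% DMSO final | Incubation: Cells overnight before dosing, compound overnight, 37 °C, 5% CO2 | Evaluation: GFP/RFP fluorescence ratio | Control set: DMSO and RFP-L50D-GFP cell wells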
# TbMetRS inhib = T. brucei MetRS inhibitors, primary screen, biochemical, luminescence; methionyl-tRNA synthetase (Trypanosoma brucei brucei); purified T. brucei MetRS, ATP depletion, Kinase-Glo luminescence; inhibition, % at 11.9 µM; hit rate 0.4% among 360,000;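 active = inhibition above a per-plate cutoff of the control wells' mean inhibition plus 3 SD, cut at about 5.5% in these data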;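 note: 0% = DMSO wells median and 100% = median of wells with control inhibitor compound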
#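 Assay system: T. brucei methionyl-tRNA synthetase, purified | Medium: HEPES buffer with MgCl2, KCl, DTT, spermine, BSA, pyrophosphatase | Compound: 11.9 µM single point | Incubation: 15 min enzyme-compound preincubation, 2 h reaction, 10 min detection, 25 °C | Measured by: Kinase-Glo luciferase luminescence reporting remaining unconsumed ATP | Measure: % inhibition normalized to control-well medians | Replication: Singlicate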
# FAS-TE inh = FAS thioesterase domain inhibitors, primary screen, biochemical, fluorescence intensity, uHTS; Fatty acid synthase (Homo sapiens), P49327; recombinant FAS-TE, OMFH fluorogenic substrate, fluorescence endpoint; inhibition, % at 15 µM; hit rate 0.67% among 360,000; AID 602261, 2012;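 active = compounds whose normalised, plate-corrected inhibition of enzyme fluorescence in the single-dose primary screen is 50% or more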;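 note: 0% = DMSO with enzyme and 100% = substrate without enzyme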
# E coli Lon inh = inhibitors of E. coli Lon protease, primary screen, biochemical, fluorescence polarization | AID 602123, 2011 | inhibition, % at 7.94 µM | P0A9M0 | hit rate 0.42% among 360,000 | purified E. coli Lon protease; in the data active = inhibition above about 13%, passing the limit was not always enough;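 note: 0% = enzyme with probe and DMSO and 100% = no enzyme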
# Target sequence (P0A9M0 whole entry, looked up): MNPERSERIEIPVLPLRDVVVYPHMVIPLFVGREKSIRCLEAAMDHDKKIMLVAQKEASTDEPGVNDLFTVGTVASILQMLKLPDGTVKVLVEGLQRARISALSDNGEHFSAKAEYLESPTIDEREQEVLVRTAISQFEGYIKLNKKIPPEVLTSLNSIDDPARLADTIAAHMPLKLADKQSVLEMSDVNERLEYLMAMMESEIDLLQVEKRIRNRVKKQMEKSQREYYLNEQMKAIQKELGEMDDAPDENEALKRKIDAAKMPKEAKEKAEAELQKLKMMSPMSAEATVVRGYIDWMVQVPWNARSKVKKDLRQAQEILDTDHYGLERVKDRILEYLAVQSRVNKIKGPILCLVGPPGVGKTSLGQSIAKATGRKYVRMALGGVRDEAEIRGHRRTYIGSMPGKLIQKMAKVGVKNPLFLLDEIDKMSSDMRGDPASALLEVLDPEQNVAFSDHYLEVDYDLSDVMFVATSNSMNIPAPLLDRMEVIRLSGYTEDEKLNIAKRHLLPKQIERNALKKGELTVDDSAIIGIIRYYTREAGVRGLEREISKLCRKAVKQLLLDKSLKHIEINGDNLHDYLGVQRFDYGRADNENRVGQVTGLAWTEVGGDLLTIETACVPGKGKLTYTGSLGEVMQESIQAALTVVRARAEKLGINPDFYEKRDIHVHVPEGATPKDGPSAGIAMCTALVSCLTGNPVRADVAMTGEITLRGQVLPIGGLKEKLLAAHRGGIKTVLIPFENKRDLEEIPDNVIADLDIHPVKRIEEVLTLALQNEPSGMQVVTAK
# SKN-1 block = suppressors of acrylamide-induced Pgst-4::GFP reporter in worms, primary screen, SKN-1 inhibitor project, whole organism, uHTS, GFP/RFP fluorescence ratio, strain VP596; C. elegans VP596 Pgst-4::GFP/RFP ratio, 24 h; inhibition, % at 21.8 µM; hit rate 0.49% among 360,000;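 active = interference check ratio from 0.5 to 1.5 plus GFP to RFP signal ratio inhibition reaching or exceeding a fixed threshold, cut at about 30% in these data, passing the limit was not always enough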; note: some compounds called inactive have numbers as strong as hits
# MsrA act = bovine MsrA enzyme activators, primary screen, biochemical, absorbance, HTS. Methionine sulfoxide reductase A (Bos taurus). purified bovine MsrA, absorbance read-out. activation, % at 10.6 µM. hit rate 0.3% among 360,000. AID 602163, 2012; in the data active = activation above about 7.5%;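 note: 0% = vehicle and 100% = reference activator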
# Starred values were filed as active, the others as inactive; i = inactive; . = not tested or not shown. An unsorted share of the library. About 4% of those tested had a hit in this group.
Molecule,MsrA act,SKN-1 block,FAS-TE inh,MLLE-PAM2 inh,MT1-MMP act inh,CendR NRP1 mod,TbMetRS inhib,MsrA inh,E coli Lon inh
O=C(COC(=O)c1ccc(Br)o1)Nc1nc2ccccc2s1,-2,-10,-1,-16,0,-12,-0.7,-0.2,-17
O=C(Nc1nccs1)c1ccc(Cl)c([N+](=O)[O-])c1,-5,3,14,5,-3,1,-0.3,0.9,-1
CSc1ccc(/C=C(\NC(=O)c2ccco2)C(=O)N2CCCCC2)cc1,-9,3,-1,-4,3,0,0.1,1.8,1
C/C(=N\NC(=O)c1ccccc1F)c1ccc(C#N)cc1,-1,6,-1,14,6,12,-0.3,0.8,-1
O=C(CNC(=O)c1ccccc1Cl)c1ccccc1,0,7,-4,5,-2,-5,0.8,-1.2,-5
CSc1nc(=NC(C)=O)ss1,-3,-14,-4,26,-3,1,0.0,-0.6,4
CNC(=O)CSc1nc(N)c2c3c(sc2n1)CCC3,-11,1,0,14,5,-2,-1.0,1.1,-1
O=C(c1cnn2ccccc12)N1CCN(C2CCCCC2)CC1,-4,-8,-5,14,3,7,-0.5,-0.8,-5
O=c1ccn([C@@H]2O[C@H](CNCc3ccc(-n4cccn4)cc3)[C@@H](O)[C@H]2O)c(=O)[nH]1,0,-10,-10,2,5,-10,-1.5,-0.8,-10
Cc1nnc(SCCC(C)C)[nH]c1=O,-2,-15,-6,1,3,8,0.0,0.8,8
COc1ccc(S(=O)(=O)Nc2ccncc2)c(C)c1C,-4,6,-9,-3,0,1,-0.4,-0.9,7
CCN1CCN(c2ccc(S(=O)(=O)N3CCCCC3)cc2NC(=O)/C=C/c2cccc(OC)c2OC)CC1,-4,1,4,-7,-5,-1,-0.4,0.0,-1
Clc1ccc2nc(-c3ccco3)c(Cc3ccccc3)n2c1,-19,10,0,2,-6,-46,-1.0,0.5,-22
Cc1ccc(Sc2ncccc2C(=O)O)c(C)c1,0,6,-11,7,2,-3,-0.4,-0.3,-3
CCOC(=O)c1[nH]c2ccccc2c1NC(=O)COC,-2,-1,-6,5,0,-5,0.3,0.8,-7
COc1ccc(-n2c(SCC(=O)Nc3ccc(NC(C)=O)cc3)nc3ccccc3c2=O)cc1,1,2,3,-12,2,-6,-0.1,0.1,-13
COc1ccc(CCNC(=O)c2ccccc2OCc2c(C)noc2C)cc1,-6,-5,7,3,0,17,-0.4,-1.6,-5
CCn1c(COc2ccccc2OC)nnc1SCC#N,-1,0,-4,-13,2,-11,-0.4,2.8,-2
O=C(NCc1ccco1)C1CCCN1C(=O)Nc1ccccc1 (stereo not drawn),-4,-2,-3,6,3,1,0.2,2.3,-9
Fc1cccc(CSc2ccc(-c3ccco3)nn2)c1,-3,49*,16,11,0,-7,0.1,0.8,5
COc1ccc(C(=O)OCC(=O)NCCc2ccc(F)cc2)cc1S(=O)(=O)N1CCOCC1,-4,14,-2,6,3,2,0.0,0.3,-4
O=C(N/N=C/c1ccc2nccnc2c1)c1cccc([N+](=O)[O-])c1,-4,3,-3,9,-2,0,0.2,-0.2,0
COc1ccc(C(=O)OCC(=O)NCc2ccc3c(c2)OCO3)cc1[N+](=O)[O-],-2,1,50*,0,-2,-7,-0.3,-0.6,-5
CCCCCOC(=O)C1=C(C)Nc2nnnn2C1c1ccc(OC)c(OC)c1OC (stereo not drawn),-2,16,21,-8,-10,-3,0.1,-1.1,5
CCC(=O)N1CCN(c2ccc(Cl)cc2NC(=O)Cc2ccccc2)CC1,-4,15,4,-13,-7,0,-0.4,-0.2,4
Fc1cccc(CCN2CCNC[C@@H]2c2ccccc2)c1,-11,-13,-15,-7,-4,-2,0.1,-0.9,3
Cc1ccc(C)c(N2N=C(C(=O)Nc3ccccc3N3CCOCC3)CCC2=O)c1,-3,18,7,14,-5,7,0.3,1.1,2
Cc1cc(OCc2cc(C(=O)N(C)C3CCOCC3)no2)cc(C)c1Cl,-5,-4,13,-3,2,-10,-0.8,1.5,3
O=C1CCC([N+](=O)[O-])C(c2ccc(Cl)cc2Cl)N1 (stereo not drawn),-5,-3,-7,4,2,-7,-0.3,0.1,2
O=C(CSc1nc(C(F)(F)F)cc(=O)[nH]1)N1CCCCCC1,-2,34,-6,-19,-1,0,-0.1,0.6,9
COc1ccc(NC(=O)C2=CC(c3ccco3)=NS(=O)(=O)N2C)cc1,-1,-7,1,9,-8,-12,0.0,3.1,-2
COc1ccc(S(=O)(=O)CC(=O)c2cc3cccc(C)c3oc2=O)cc1,2,-10,-2,2,-1,-30,0.2,.,-6
COc1ccccc1CNC(=O)CN1CCC(NC(=O)c2ccccc2F)CC1,-2,-18,-7,-8,4,6,-0.6,1.1,-6
COc1ccc(C2=NOC(Cn3nc(-c4ccccc4C)cc3C(=O)O)C2)cc1 (stereo not drawn),-14,-7,-1,-5,1,12,-0.4,0.8,-1
COc1cc2c(C#CCCCO)c(-c3ccc(C#N)cc3)oc(=O)c2cc1OC,-4,10,-7,6,-3,-1,-0.3,0.8,-1
O=C(CN1CCN(S(=O)(=O)c2cccc(Cl)c2)CC1)N1CCCCC1,0,-5,-6,-18,-3,8,-0.2,1.1,0
COc1cc(C(=O)Oc2cccc(/C=N/NC(=O)c3cc(C)[nH]n3)c2)cc(OC)c1OC,-6,-27,1,-18,10,-6,-0.7,-0.2,3
COc1ccc2nc(NC(=O)CSCc3c(C)noc3C)sc2c1,0,9,3,10,7,2,-0.4,-0.5,12
CSc1cccc(NC(=S)N2CCCN(Cc3ccc(F)cc3)C2)c1,2,8,9,15,6,9,1.4,0.3,6
Cc1cc(C(=O)CSc2nnc(-c3ccc(F)cc3)o2)c(C)n1CC1COc2ccccc2O1 (stereo not drawn),-1,29,12,-92,4,-12,-0.9,0.3,-6
COc1ccc(-c2sc3ccc(-c4ccc5c(c4)OCO5)cc3c2-c2ccc(OC)nc2)cc1,-2,1,32,3,3,23,0.3,-0.2,-18
C=C1c2nc3ccccc3n2C=C(c2ccc(C)cc2)N1c1ccccc1,-8,24,24,22,1,4,-0.3,2.2,3
CCS(=O)(=O)N1CCN(CC(=O)NC2CCCCC2)CC1,-4,0,-2,2,1,-2,-0.1,1.8,-2
Cc1cc(Cl)ccc1NC(=O)CN1C(=O)CSc2ccc(S(=O)(=O)N3CCOCC3)cc21,-2,11,4,2,1,6,-0.2,-0.4,-1
CC(C)C(O)C1CCN(Cc2nc(Cc3ccccc3Cl)no2)CC1 (stereo not drawn),-5,-9,-6,10,1,-5,-1.0,1.0,-4
COc1ccc(C)cc1S(=O)(=O)NC(C)c1cnn(-c2ccccn2)c1C (stereo not drawn),-1,8,-5,5,-2,-2,-0.4,0.4,9
CCOC(=O)c1c(NC(C)=O)sc2c1CCC(C=O)=C2Sc1ccccc1,-5,-6,41,26,-30,-45,-1.6,2.8,-7
Cc1cc(NC(=O)COC(=O)c2nccnc2N)n(-c2ccccc2)n1,-2,-6,-5,0,6,0,0.0,1.3,3
CCc1nn(CCCC(=O)NCc2ccccc2C)c(=O)c2cc3occc3n12,-1,-5,0,6,2,-5,-0.4,0.1,0
O=C(O)c1ccc(Cn2cnc3c(=O)[nH]cnc32)cc1,-2,10,-8,22,0,4,0.6,-0.6,1
O=C1CCC(C(=O)N2CCCCO2)CN1Cc1cccc(C(F)(F)F)c1 (stereo not drawn),-1,4,-6,-26,4,2,-0.1,0.7,-7
COCCn1c(-c2ccc(-c3ccc([N+](=O)[O-])cc3Br)o2)nc2c1c(=O)[nH]c(=O)n2CC(C)C,-4,2,-23,-45,-21,-86,-0.2,0.1,-20
COC(=O)c1[nH]c2ccccc2c1NC(=O)CN1CCN(C/C=C/c2ccccc2)CC1,-6,1,2,-18,2,-2,-0.2,-0.6,-6
COc1cc(/C=C2/SC(=S)N(Cc3ccccc3)C2=O)cc(Cl)c1O,-3,36*,-128,94,9,120,-1.2,0.2,-108
CCN(CC)c1ccc2cc(-c3nnc(-c4ccccc4)o3)c(=O)oc2c1,0,-65,-210,i,-78,133,-0.8,-0.7,-434
CCC1CCCCN1CCCNC(=O)c1ccc(/C=C2/Sc3ccccc3NC2=O)cc1 (stereo not drawn),-11,-4,-3,3,8,5,0.0,0.6,-10
CCOC(=O)c1sc(C)c2c(=O)n(CCc3ccccc3)nnc12,-2,2,1,-4,3,5,-0.1,-1.1,-1
O=C(COC(=O)/C=C/c1cnc2ccccc2n1)NCC(F)(F)F,-2,12,-43,-14,-2,-8,0.8,2.2,8
COc1ccc(-c2nc3n(n2)C(c2ccncc2)C(C(N)=O)=C(C)N3)cc1 (stereo not drawn),-4,-13,-7,-5,-1,-9,0.3,1.1,-6
CCCCn1c(CN2CCN(C(=O)OCC)CC2)nc2c1c(=O)[nH]c(=O)n2C,-5,0,-3,-3,-2,-15,-0.4,.,4

# Next section:
Molecule,MsrA act,SKN-1 block,FAS-TE inh,MLLE-PAM2 inh,MT1-MMP act inh,CendR NRP1 mod,TbMetRS inhib,MsrA inh,E coli Lon inh
O=C(N/N=C/c1coc2ccccc2c1=O)c1cc2ccccc2o1,-2,8,15,10,-8,-32,0.6,1.3,-4
Cc1nc(-c2ccc(S(=O)(=O)Nc3ccc(Br)cc3F)cc2)co1,-1,6,-2,5,0,6,0.3,-0.7,-2
O=C(Nc1ccc(S(=O)(=O)N2CCCCC2)cc1)c1ccc(=O)[nH]c1,-6,-8,-2,-6,-1,5,-0.3,-0.1,-6
Cc1cccc(S(=O)(=O)NC(=O)C2(C)CCN2C(=O)CCc2ccccc2)c1 (stereo not drawn),-3,6,-12,7,0,27*,0.2,-0.9,-1
COc1cc(NS(=O)(=O)c2ccc(C)cc2)c2ncccc2c1,-3,2,18,6,-13,-12,-0.3,-0.7,1
CC1=NN(C(=O)c2cccnc2)C(O)(C(F)(F)F)C1 (stereo not drawn),-13,-17,-12,-9,-1,-3,-1.2,-1.6,-4
C=CCN1C(=O)/C(=C/C(=O)OC)S/C1=N\NC(=O)c1ccccc1,-3,23,-6,3,3,2,0.1,-1.1,4
CC(=O)c1cc(CN2C(=O)CCC2=O)cs1,-2,8,-5,8,3,4,-0.1,-0.3,-8
O=C(OCC(=O)N1CCCc2ccccc21)c1cnc(Cl)c(Cl)c1,-3,8,21,8,-1,2,-0.2,-0.5,-8
